# Compound activity as filed in PubChem.
# ATG4B inh: inhibitors of human ATG4B cysteine protease | Q9Y4P1 | ATG4B cleavage of LC3-PLA2, NBD-HPC fluorescence, 1 h | inhibition, % at 8.33 µM | 0.51% of 340,000 active | AID 504462; in the data active = inhibition above about 40%
# Target sequence (Q9Y4P1 whole entry, looked up): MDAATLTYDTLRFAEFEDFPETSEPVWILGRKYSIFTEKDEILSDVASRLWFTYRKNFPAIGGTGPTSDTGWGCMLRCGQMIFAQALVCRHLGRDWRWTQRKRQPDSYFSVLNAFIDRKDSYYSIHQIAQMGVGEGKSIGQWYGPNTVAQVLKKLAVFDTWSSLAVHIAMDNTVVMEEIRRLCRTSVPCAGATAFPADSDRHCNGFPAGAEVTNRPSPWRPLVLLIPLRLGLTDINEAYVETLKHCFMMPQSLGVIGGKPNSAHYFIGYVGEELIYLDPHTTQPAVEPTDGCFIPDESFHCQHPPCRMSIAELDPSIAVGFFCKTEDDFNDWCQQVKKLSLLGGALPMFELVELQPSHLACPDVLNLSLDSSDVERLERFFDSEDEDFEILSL
# mIAP act: increases mouse intestinal alkaline phosphatase activity | muIAP, CDP-Star luminescence, 30 min; stronger effect = higher value; 1 = vehicle-only enzyme signal, 0 = enzyme-free wells | activation factor at 10 µM | 0.24% of 330,000 active | AID 2805;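 active = activation factor of at least 2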; also: the source names both 10 and 20 µM as test concentration; values of inactives mirror those of a sister screen read the other way
#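 Assay system: mouse IAP enzyme; Reagent: CDP-Star chemiluminescent phosphatase substrate; Compound: DMSO-dissolved test compounds; Incubation: 30 min, room temperature; Technique: luminescence from enzymatic CDP-Star hydrolysis; Controls: DMSO-only wells and no-enzyme negative control.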
# HKDC1 inh: HKDC1 (human) hexokinase inhibition. Q2TB90. recombinant HKDC1, G6PDH/diaphorase resazurin coupled fluorescence. inhibition, % at 20 µM. 0.16% of 340,000 active. AID 493160;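 active = inhibition above about 35% when tested at 20 µM, limit read from the data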;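 also: plate controls were DMSO wells with enzyme for no effect and DMSO wells lacking enzyme for full effect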
#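 Assay system – recombinant HKDC1 (HK5) hexokinase enzyme, produced in-house · Input – HKDC1 at 5 µg/mL · Reagent – glucose plus 1 mM ATP as hexokinase substrates · Timing – 90 min reaction incubation at room temperature, dark · Measured by – G6PDH/diaphorase-coupled fluorescence, 1 mM NADP, 100 µM resazurin, 525/613 nm · Benchmarks – DMSO-enzyme wells negative, buffer-substituted wells positive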
# mIAP block: blocks mouse intestinal alkaline phosphatase. purified mouse IAP, CDP-Star luminescence, 30 min. inhibition, % at 10 µM. 0.2% of 330,000 active. AID 2806;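 active = inhibition of at least 40% at 10 µM in the primary screen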;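 also: plate controls were DMSO with enzyme for no effect and no enzyme wells for full effect; values of inactives mirror those of a sister screen read the other way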
# A3A deaminase: blocks human APOBEC3A ssDNA deamination | P31941 | recombinant A3A, FAM/TAMRA ssDNA deamination fluorescence | inhibition, % at 20 µM | 0.41% of 330,000 active;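 active = at least 40% inhibition at 20 µM here, with at most 30% in a related deaminase screen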;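 also: plate controls were A3A with DMSO for no effect and wells lacking A3A enzyme for full effect; some results filed as inactive read as strong as hits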
# Target sequence (P31941 whole entry, looked up): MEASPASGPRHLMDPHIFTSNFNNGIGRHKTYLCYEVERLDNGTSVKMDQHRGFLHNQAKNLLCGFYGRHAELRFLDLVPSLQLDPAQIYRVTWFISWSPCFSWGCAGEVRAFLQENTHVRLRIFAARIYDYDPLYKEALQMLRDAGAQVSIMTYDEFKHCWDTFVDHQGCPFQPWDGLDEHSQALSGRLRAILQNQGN
# PfGluPho inh: PfG6PD (Plasmodium falciparum) enzyme inhibition; PfGluPho enzyme, NADPH resazurin-diaphorase fluorescence; inhibition, % at 20 µM; 0.78% of 350,000 active;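 active = inhibition reaching at least a set limit at 20 µM in the primary screen, cut at about 59% in these data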;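 also: 0% = DMSO wells with substrate and 100% = DMSO wells lacking glucose-6-phosphate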
# hIAP block: human IAP inhibition; P09923; AID 2544; purified IAP, CDP-Star luminescence, 30 min; inhibition, % at 10 µM; 0.12% of 330,000 active;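 active = inhibition reaching a set limit with compound at 10 µM in the primary screen, cut at about 35% in these data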;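 also: plate controls were DMSO wells with enzyme for no effect and no-enzyme buffer wells for full effect; values of inactives mirror those of a sister screen read the other way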
# Target sequence (P09923 whole entry, looked up): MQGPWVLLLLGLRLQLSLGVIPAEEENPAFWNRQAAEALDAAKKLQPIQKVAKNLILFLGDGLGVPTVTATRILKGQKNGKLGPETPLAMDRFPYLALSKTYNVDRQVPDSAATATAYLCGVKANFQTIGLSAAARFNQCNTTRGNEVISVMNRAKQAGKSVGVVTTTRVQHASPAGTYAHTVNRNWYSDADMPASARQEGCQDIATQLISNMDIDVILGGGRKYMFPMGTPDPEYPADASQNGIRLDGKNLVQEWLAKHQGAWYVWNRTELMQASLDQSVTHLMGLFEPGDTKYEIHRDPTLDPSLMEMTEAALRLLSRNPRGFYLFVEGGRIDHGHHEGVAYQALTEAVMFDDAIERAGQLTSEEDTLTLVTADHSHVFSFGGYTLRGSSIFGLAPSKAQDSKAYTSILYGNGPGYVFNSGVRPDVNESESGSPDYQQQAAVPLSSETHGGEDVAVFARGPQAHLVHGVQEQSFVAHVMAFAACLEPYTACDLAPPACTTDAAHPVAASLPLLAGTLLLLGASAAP
# hIAP act: increases human intestinal alkaline phosphatase activity; 0.16% of 330,000 active; P09923; purified human IAP, CDP-Star luminescence, 30 min; stronger effect = higher value; 1 = vehicle-only enzyme, 0 = enzyme-free background; activation factor at 10 µM;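 active = activation factor of the enzyme at least 2-fold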; also: the source names both 10 and 20 µM as test concentration; values of inactives mirror those of a sister screen read the other way
# An asterisk follows results filed as active; · = not tested or not shown.
# Each structure is followed by: ATG4B inh	mIAP act	PfGluPho inh	mIAP block	HKDC1 inh	hIAP block	hIAP act	A3A deaminase
- CCOC(=O)c1cc2c(nc1N)CC(C)(C)OC2
 : -6	0.89	-13	11	-4	6	0.94	-2
- CCOc1ccc(-n2cc(C(=O)Nc3ccc(Cl)cn3)c3cc(OC)c(OC)cc3c2=O)cc1
 : -19	1.1	7	-8	-2	11	0.89	1
- COc1ccc(NC(=O)COC(=O)c2c(F)cccc2Cl)cc1OC
 : ·	0.95	·	5	·	-10	1.1	3
- COc1ccc(N(C(C)C(=O)N/N=C/c2ccc(OCC(C)C)cc2)S(C)(=O)=O)cc1 (stereo not given)
 : -12	0.84	18	16	-4	-7	1.1	-1
- CC(C)c1cc(NC(=O)c2ccccc2)cc(C(C)C)c1O
 : -10	0.91	44	9	-4	-9	1.1	-1
- Cc1cnc(C(=O)Nc2cc(F)ccc2C)cn1
 : -2	1	-18	-1	-1	-7	1.1	0
- CC(C)C(NC(=O)/C(=C\c1ccco1)NC(=O)c1ccco1)C(=O)O (stereo not given)
 : -3	0.93	8	7	-2	-6	1.1	0
- C/C(=N\NC(=S)Nc1ccc(C)cc1)c1cccc(N)c1
 : -9	1	3	-3	-3	-20	1.2	1
- Cc1ccccc1NC1=C(Cl)C(=O)OC1NC(=O)c1ccccc1 (stereo not given)
 : -3	1	1	-2	-5	-10	1.1	2
- COc1ccc(NC(=S)NC(NC(=O)c2cccc3ccccc23)C(Cl)(Cl)Cl)c([N+](=O)[O-])c1 (stereo not given)
 : 3	0.76	13	24	-3	24	0.76	-3
- COc1ccc2cc1Oc1ccc(cc1)C[C@H]1c3cc(c(OC)cc3CCN1C)Oc1c(O)c(OC)cc3c1[C@H](C2)N(C)CC3
 : -9	0.97	10	3	1	12	0.89	-3
- Cc1nc2ccccc2c(C)c1CC(=O)N(C)CC(=O)Nc1cccc(F)c1
 : -16	1	6	-5	-3	0	1	0
- CCNC(=S)/N=C(/Nc1ccccc1)Nc1nc(C)cc(C)n1
 : 4	1.1	53	-9	1	-13	1.1	-9
- Cc1cc(OCC(=O)NCC(O)c2ccccc2)c2c(C)cc(=O)oc2c1 (stereo not given)
 : 2	0.92	-5	8	-1	17	0.83	-3
- COc1cc(CC(=O)OCC(=O)N2CCN(C(=O)c3ccco3)CC2)cc(OC)c1OC
 : -3	1.1	5	-15	-5	-2	1	-1
- CC(=O)Nc1ccc(S(=O)(=O)Nc2ccc(S(=O)(=O)Nc3ncccn3)cc2)cc1
 : -1	0.98	-26	2	-3	-6	1.1	-5
- CCOc1ccc(Oc2cc(N)cc([N+](=O)[O-])c2)cc1
 : -7	0.97	12	3	8	3	0.97	-4
- COc1cc2c(cc1OC)CN(C(=O)c1cc(C3CC3)nn1-c1ccccc1)CC2
 : 1	1.1	-4	-14	3	2	0.98	-4
- CCN(CC)C(=O)[C@]1(c2ccccc2)C[C@@H]1CN
 : ·	1	·	-4	·	6	0.94	-2
- CCn1c(-c2ccc(C)cc2)n[nH]c1=S
 : 5	0.92	23	8	-3	-31	1.3	2
- COc1cccc(OCCOCC(O)CN2CCN(Cc3ccc(Cl)cc3)CC2)c1 (stereo not given)
 : 1	0.89	-8	11	-8	0	1	1
- Cn1c(=O)c2c(ncn2CCC(=O)N/N=C/c2cccnc2)n(C)c1=O
 : 14	0.92	-3	8	-4	17	0.83	-2
- O=c1c2c(nc3nc(SCc4ccccc4)[nH]n13)CCC2
 : -3	0.96	-13	4	2	23	0.77	-4
- O=C1NC(=O)C(CC(=O)N(Cc2ccco2)C2(C(=O)NC3CCCCC3)CCCCC2)N1 (stereo not given)
 : -7	1	15	-1	1	15	0.85	0
- CCOc1ccc(C(=O)COC(=O)C2CCN(c3ccc(C(F)(F)F)cn3)CC2)cc1
 : 1	1	9	0	-1	2	0.97	1
- C[C@H](NC(=O)[C@@H]1Cc2ccccc2CN1C(=O)OC(C)(C)C)C(=O)NCC1CCCO1 (stereo not given in full)
 : -6	0.92	5	8	-3	-7	1.1	-4
- COc1ccc(/C=C/c2ccc3c(Br)ccc(O)c3n2)cc1
 : 5	0.98	-14	2	-9	-1	1	-4
- COc1ccc(CC(=O)Nc2cccc3ncccc23)cc1OC
 : -5	0.97	4	3	-2	8	0.92	6
- COc1cc(C2C(C(C)=O)=C(C)Nc3ncnn32)ccc1O (stereo not given)
 : -4	1.1	16	-10	-3	10	0.9	-1
- O=C(Cn1cnc2c(NCc3ccccc3)ncnc21)NCCCN1CCCC1=O
 : -8	0.98	2	2	-3	·	·	0
- CCn1c2ccccc2c2cc(NC(=O)c3ccc(Br)o3)ccc21
 : 13	0.96	30	4	20	3	0.97	0
- Cc1ccc(CNC(=O)CCc2nnc3ccc(N4CCC5(CC4)OCCO5)nn23)cc1
 : -2	1	8	-4	-6	-2	1	-3
- CC(NC(=O)/C(=C\c1cccc([N+](=O)[O-])c1)NC(=O)c1ccco1)C(=O)O (stereo not given)
 : 2	1.1	-5	-8	-8	5	0.95	-4
- CC1=C(C)CC(C(=O)NCc2c(F)cccc2Cl)C(C(=O)O)C1 (stereo not given)
 : 0	0.98	10	2	-4	4	0.96	1
- O=C(Nc1ccccc1F)c1cc(S(=O)(=O)N2CCOCC2)cs1
 : 1	1	3	-1	-5	12	0.88	-6
- CCOc1ccccc1N1CCN(C(=O)Nc2cccc(Cl)c2)CC1
 : -7	1.3	7	-30	0	-19	1.2	-5
- N#Cc1nc(-c2cccs2)oc1NCCN1CCOCC1
 : -4	0.96	5	4	0	7	0.93	2
- CCOC(=O)c1cccc(NC(=O)c2cccs2)c1
 : 10	1	1	-5	-1	9	0.91	2
- O=C1OCCN1CCNCc1cn(-c2ccc(F)cc2)nc1-c1ccccc1Cl
 : 4	1.1	-3	-6	-6	-8	1.1	1
- CC(C)(C)CC(=O)Nc1cccc(-c2cn3cccnc3n2)c1
 : -5	1	13	-4	-5	-1	1	-3

# Arranged by molar mass (ascending): four of the compounds above
# Each structure is followed by: ATG4B inh	mIAP act	PfGluPho inh	mIAP block	HKDC1 inh	hIAP block	hIAP act	A3A deaminase
- CCOC(=O)c1cccc(NC(=O)c2cccs2)c1
 : 10	1	1	-5	-1	9	0.91	2
- CCNC(=S)/N=C(/Nc1ccccc1)Nc1nc(C)cc(C)n1
 : 4	1.1	53	-9	1	-13	1.1	-9
- COc1cc(CC(=O)OCC(=O)N2CCN(C(=O)c3ccco3)CC2)cc(OC)c1OC
 : -3	1.1	5	-15	-5	-2	1	-1
- CC(=O)Nc1ccc(S(=O)(=O)Nc2ccc(S(=O)(=O)Nc3ncccn3)cc2)cc1
 : -1	0.98	-26	2	-3	-6	1.1	-5

# (more compounds)
# Each structure is followed by: ATG4B inh	mIAP act	PfGluPho inh	mIAP block	HKDC1 inh	hIAP block	hIAP act	A3A deaminase
- Nn1c(SCC(=O)NCc2ccccc2)nncc1=O
 : -6	0.98	-7	2	9	-8	1.1	-1
- COc1ccc(C(C(=O)NC2CCCC2)N2CCc3ccccc32)cc1 (stereo not given)
 : 5	0.99	8	1	-2	4	0.96	-1
- O=C(c1cc2cc(F)ccc2[nH]1)N1CCN(c2ccc(F)cc2)CC1
 : 8	1.1	1	-6	0	-4	1	2
- CS(=O)(=O)N(CC(=O)Nc1ccc2c(c1)OCO2)c1ccccc1
 : -2	1.1	6	-12	-3	-6	1.1	4
- COc1cc(C(=O)N(Cc2ccc(C)o2)C2CCS(=O)(=O)C2)cc(OC)c1OC (stereo not given)
 : -6	0.92	6	8	-1	-16	1.2	-7
- COc1ccc(S(=O)(=O)NCC(c2ccco2)N2CCc3ccccc32)cc1 (stereo not given)
 : -8	1.1	10	-9	0	-12	1.1	0
- Cc1nc2nc(C)c(CCC(=O)Nc3ccc4c(c3)OCO4)c(C)n2n1
 : 8	1	3	-1	-11	-5	1.1	1
- CCOc1ccccc1CN1CCNC(=O)C1CC(=O)NCc1nccn1CC (stereo not given)
 : 7	1	0	-1	-6	-43	1.4	-5
- O=C1CSCN1c1ccc(Cl)c(Cl)c1
 : -1	1	0	-1	12	-24	1.2	-1
- COC(=O)c1cc(NC(=O)COC(=O)CCc2nc3ccccc3c(=O)[nH]2)cc(C(=O)OC)c1
 : 5	0.98	1	2	-4	1	0.99	-1
- C/C(=N/NS(C)(=O)=O)c1ccc2ccccc2c1
 : -9	0.97	-4	3	4	-10	1.1	-5
- COC(=O)c1ccc(N2CCN(C)CC2)c(NC(=O)COc2ccccc2Cl)c1
 : -7	0.92	13	8	-5	-16	1.2	-1
- Cc1ccccc1Nc1c(-c2cccnc2)nc2ccccn12
 : 1	1.1	2	-7	1	-12	1.1	-5
- COCCN(C(=O)Cc1cccs1)C(C(=O)NC1CCCC1)c1ccc(OC)c(OC)c1 (stereo not given)
 : 4	1	-8	-1	-6	-43	1.4	-4
- N[C@@H](Cc1ccccc1)C(=O)N1CCC(C(=O)NCC(=O)NCC(=O)O)CC1
 : 7	0.98	9	2	-3	5	0.95	2
- COc1ccc(OC)c(NC(=O)COC(=O)c2ccc(S(=O)(=O)N3CCOCC3)cc2)c1
 : -1	1	-2	-2	4	-3	1	1
- Cn1cccc1Cc1nnc(SCC(=O)NCCc2ccccc2)n1-c1ccc(F)cc1
 : -3	0.93	4	7	-6	10	0.9	-2
- CC(=O)c1cccc(N=c2scc(-c3ccc(S(=O)(=O)N4CCOCC4)cc3)n2CCO)c1
 : -19	0.96	47	4	-6	2	0.98	1
- CCCCC(=O)Nc1ccc(NC(=O)c2ccccc2OC)cn1
 : -16	1	13	-1	0	-7	1.1	-1
- Cc1ccc(Nc2nc3c(c(=O)[nH]2)CCCC3)cc1
 : 0	1	4	-1	14	-3	1	1
- CCOc1ccc(C2NC(=O)NC(C)=C2C(=O)OCc2ccccc2)cc1 (stereo not given)
 : 1	1	1	-2	-3	2	0.98	-7
- O=C(CSc1nccn1Cc1ccc(F)cc1)NC1CCCC1
 : 2	1	0	-3	2	4	0.96	13
- O=C(OCc1cccnc1)C1=Cc2ccccc2OC1
 : 1	0.94	0	6	-5	2	0.98	-1
- CCOc1cccc(C2C(C#N)=C(N)Oc3cc(C)oc(=O)c32)c1OCC (stereo not given)
 : -7	0.92	-35	8	-11	7	0.93	7
- O=C1c2nc3cc(-c4ccco4)[nH]n3c(=O)c2CN1C1CCCCC1
 : 2	0.79	-6	21	3	-2	1	71
- Cc1ccccc1Oc1cc(NC(=O)CCCn2nc(C)c([N+](=O)[O-])c2C)cc([N+](=O)[O-])c1
 : 66*	0.98	5	2	0	6	0.94	2
- NS(=O)(=O)c1ccc(NC(=O)COC(=O)C2(c3ccc(F)cc3)CCCC2)cc1
 : -13	1.2	13	-21	-7	-18	1.2	19
- Cc1ccc(NC(=O)COC(=O)CCC(=O)c2ccc(Cl)cc2)cc1S(=O)(=O)N(C)C
 : -34	1	6	-2	-5	7	0.93	-1
- CC1CCN(C(=O)CSc2nc3ccccc3c(=O)[nH]2)CC1
 : -2	0.88	4	12	-1	6	0.94	-1
- CC1CN(c2nc3ccccc3nc2C(C#N)C(=O)NC2CCCCC2)CC(C)O1 (stereo not given)
 : ·	0.9	·	10	·	-3	1	2
- Cc1ccc(-n2nnc3c(=O)n(CC(=O)N4CCOCC4)cnc32)cc1
 : -12	1	-15	0	-6	16	0.84	-7
- O=C(CCN1C(=O)C2CC=CCC2C1=O)Nc1cccc(S(=O)(=O)N2CCCCC2)c1 (stereo not given)
 : -5	1.1	2	-12	-2	7	0.93	2
- CCCCn1c(-c2cccc(C)c2)nc2cc3[nH]c(=O)c(C(C)C)nc3cc21
 : 1	0.94	19	6	15	9	0.91	1
- Cc1cc(NC(=O)CCN2C(=O)C3C4C=CC(C4)C3C2=O)ccc1Br (stereo not given)
 : -4	1.1	-11	-10	4	-4	1	0
